High-throughput results: PubChem BioAssay, several laboratories
RSV antiviral HEp-2: inhibition of RSV-induced cytopathic effect – HEp-2 cells, primary 10 µM value included (AID 2391); actives 0.13% (n = 310,000); CPE inhibition, % at 10 µM; hits with a dose series show IC50 in µM; HEp-2 cells, RSV-induced CPE inhibition; higher % means a stronger effect; in the data active = a potency from the dose series; inconclusive = CPE inhibition mostly from about 23% at the one dose, without a potency; inactive = the rest, 99 in 100 with CPE inhibition below about 21%; note: strong numbers were not always called active
Salmonella PhoP GFP: inhibitors of PhoP regulon expression, primary screen, Salmonella Typhimurium, GFP reporter (AID 1863) | inhibition, % at 50 µM, or IC50 in µM where a hit was titrated | S. Typhimurium PhoP-regulated promoter GFP reporter, 4 h; higher % means a stronger effect | actives 0.16% (n = 300,000);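 active = inhibition over 29.93%, a cutoff 3 SD above the screen mean, later confirmed by dose response; inconclusive = inhibition over 29.93% but no dose response follow-up; inactive = inhibition at most 29.93% or unconfirmed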;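 note: 0% = low Mg2+ inducing control and 100% = high Mg2+ repressing control; strong numbers were not always called active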
SIAH1 antagonists: Siah-1 peptide-binding antagonists, primary screen, biochemical, fluorescence polarization, rhodamine-plectin, uHTS (AID 1817); actives 0.02% (n = 290,000); one-dose displacement, % at 20 µM; IC50 in µM for titrated hits; Siah-1 / rhodamine-plectin peptide fluorescence polarization; higher % means a stronger effect;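 active = displacement of at least 50% at 20 µM, with a fluorescence ratio check between 0.3 and a set limit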;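 note: plate controls were Siah plus tracer with DMSO for no effect and tracer alone without Siah for full effect; strong numbers were not always called active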
An asterisk follows results filed as active; ? = inconclusive. A portion of the library. The share of hits here may be higher or lower than overall.

compound,RSV antiviral HEp-2,Salmonella PhoP GFP,SIAH1 antagonists
COc1ccc(NC(=O)CN2C(=O)NC(C)(c3ccccc3)C2=O)cc1Cl (stereo not given),6.9%,9.7%,14.5%
COc1ccc(S(=O)(=O)N2CCCC(C(=O)NCC3CCCO3)C2)cc1Cl (stereo not given),0.3%,-7.8%,2.8%
CCCn1c(SCC(=O)Nc2ccccc2OC)nnc1-c1ccco1,0.5%,4.5%,0.0%
O=C1CSC(=S)N1/N=C/c1ccc(Cl)c([N+](=O)[O-])c1,-0.6%,-9.2%,-4.2%
CC(C)(C)OC(=O)CN1C(=O)S/C(=C\c2ccc(-c3cccc(C(=O)O)c3)o2)C1=O,4.0%,-1.9%,14.9%
COc1cc(/C=C2/C(=O)N(c3ccc(Br)cc3)N=C2C)cc([N+](=O)[O-])c1O,1.5%,6.5%,-0.6%
Cc1ccc(S(=O)(=O)N2CCN(C(=O)c3ccco3)CC2)cc1,1.9%,-0.8%,3.4%
Cc1ncc(/C=C2\C(=O)Nc3ccccc32)[nH]1,-0.7%,-1.6%,-3.0%
C/C(CC(=O)Nc1ccccn1)=N\NC(=O)c1ccccc1O,2.3%,6.3%,-6.5%
COc1ccc(S(=O)(=O)N2CCCOC2CNC(=O)C(=O)NC2CCCC2)cc1 (stereo not given),1.9%,-7.7%,-0.4%
CCOC(=O)N1CCC(N2CCN(c3ccccc3)CC2)CC1,0.2%,-0.4%,3.0%
Cc1c(C(=O)N(C)Cc2ccc(OC(F)F)cc2)oc2ccccc12,6.0%,-4.5%,2.6%
Cc1ccc(NC(=O)c2ccccc2N2C(=O)C3C4C=CC(C5CC45)C3C2=O)cc1C (stereo not given),2.0%,-2.3%,4.6%
O=C(COC(=O)c1c(F)cccc1F)c1ccc[nH]1,2.1%,19.4%,10.6%
Cc1nc(SCC(=O)Nc2nnc(C(C)C)s2)n[nH]1,0.6%,1.8%,3.4%
Cc1ccc(C(=O)C2=C(O)C(=O)N(Cc3cccnc3)C2c2cccc(Oc3ccccc3)c2)o1 (stereo not given),13.3%,0.4%,4.3%
CCn1c(C)c(C(=O)c2ccccc2)c(C#N)c1C(=O)O,0.4%,7.0%,-0.4%
O=c1c2ccccc2[nH]c(=S)n1Cc1ccccc1Cl,1.6%,10.2%,1.8%
Nc1nccnc1C(=O)OCC(=O)NNC(=O)c1ccccc1,0.4%,-8.0%,2.3%
O=C(Nc1ccc(S(=O)(=O)N2CCOCC2)cc1)c1ccc(=O)[nH]c1,1.4%,-0.2%,20.5µM*

Shown with each value named: part of the list above
Molecule: Cc1c(C(=O)N(C)Cc2ccc(OC(F)F)cc2)oc2ccccc12
  RSV antiviral HEp-2: 6.0%; Salmonella PhoP GFP: -4.5%; SIAH1 antagonists: 2.6%
Molecule: Cc1ccc(NC(=O)c2ccccc2N2C(=O)C3C4C=CC(C5CC45)C3C2=O)cc1C (stereo not given)
  RSV antiviral HEp-2: 2.0%; Salmonella PhoP GFP: -2.3%; SIAH1 antagonists: 4.6%
Molecule: O=C(COC(=O)c1c(F)cccc1F)c1ccc[nH]1
  RSV antiviral HEp-2: 2.1%; Salmonella PhoP GFP: 19.4%; SIAH1 antagonists: 10.6%
Molecule: Cc1nc(SCC(=O)Nc2nnc(C(C)C)s2)n[nH]1
  RSV antiviral HEp-2: 0.6%; Salmonella PhoP GFP: 1.8%; SIAH1 antagonists: 3.4%

Next part.
compound,RSV antiviral HEp-2,Salmonella PhoP GFP,SIAH1 antagonists
COC(=O)[C@@H](Cc1ccccc1)NC(=O)NCCc1c[nH]c2ccccc12,1.9%,17.6%,2.6%
Cc1nnc(SCc2nc3sc4c(c3c(=O)[nH]2)CCCC4)n(N)c1=O,0.0%,-18.2%,6.2%
Cc1ccc(-n2c(C)c([N+](=O)[O-])c3ccc(O)cc32)cc1,-0.3%,-9.2%,-2.3%
COC(=O)c1cccc(C23CC4(C2)[C@H](CN(Cc2ccc(C(F)(F)F)cc2)[C@@H]4c2ccccc2)C3c2ccc(C(F)(F)F)cc2)c1 (stereo not given in full),6.2%,5.2%,-5.8%
NC(=O)c1ccccc1NC(=O)CCn1c(=S)oc2ccccc21,0.9%,5.2%,-0.2%
O=C(/C=C/c1cn(CC(O)CN2CCOCC2)c2ccccc12)c1cccs1 (stereo not given),-0.7%,-3.4%,-2.7%
Cc1nn(C)cc1CNC(=O)C1CCC(=O)N(CC2CCCCC2)C1 (stereo not given),0.7%,-6.6%,2.4%
COc1ccccc1N1CCN(C(=O)c2ccc3c(c2)NC(=O)C(CSCc2ccccc2C)N3)CC1 (stereo not given),2.2%,4.1%,5.4%
COc1ccccc1N(C(=O)c1ccco1)C(C(=O)NC1CCCC1)c1cccs1 (stereo not given),3.2%,2.5%,-4.7%
CCc1nnc(NC(=O)CN2CCN(Cc3ccc(F)cc3)CC2)s1,-0.5%,-2.5%,12.5%
S=C1N(c2ccccc2)CN(C2CCCCC2)CN1c1ccccc1,2.2%,7.1%,-3.4%
O=C(Nc1ccc(Cl)cn1)c1ccccc1SCc1ccccc1,10.6%,-9.3%,3.4%
COc1ccc(C(=O)Nc2ccc(C(=O)N3CCCCC3)cc2)cc1OC,1.9%,3.0%,3.4%
N#Cc1ccc(Cl)cc1NC(=O)CSc1nc2nc(-c3cccs3)cc(C(F)(F)F)c2c(=O)[nH]1,18.3%,-2.6%,4.9%
COc1ccc(CC(=O)Nc2ccccc2N2CCCC2)cc1OC,0.9%,-3.0%,-7.3%
O=C(Cc1ccc(Cl)cc1)NNC(=O)c1ccco1,0.3%,3.2%,4.7%
C=CCn1c(SCc2nc3ccccc3c(=O)[nH]2)nc2sc3c(c2c1=O)CCCC3,1.6%,-3.6%,10.3%
CCOc1ccc(Nc2nc(N3CCOCC3)nc(N3CCOCC3)n2)cc1,4.5%,-0.1%,-3.8%
CN(Cc1ccccc1)C(=O)CN1C(=O)c2ccccc2C1=O,0.6%,0.5%,8.9%
COc1ccc(OC)c(N2C(N)=C(C#N)C(c3ccc(OC)c(O)c3)C3=C2CC(C)(C)CC3=O)c1 (stereo not given),1.6%,-8.9%,4.5%

Ordered by the number under Salmonella PhoP GFP (falling): some entries from above.
Compound	RSV antiviral HEp-2	Salmonella PhoP GFP	SIAH1 antagonists
NC(=O)c1ccccc1NC(=O)CCn1c(=S)oc2ccccc21	0.9%	5.2%	-0.2%
COc1ccccc1N1CCN(C(=O)c2ccc3c(c2)NC(=O)C(CSCc2ccccc2C)N3)CC1 (stereo not given)	2.2%	4.1%	5.4%
Cc1nnc(SCc2nc3sc4c(c3c(=O)[nH]2)CCCC4)n(N)c1=O	0.0%	-18.2%	6.2%

Next part.
compound,RSV antiviral HEp-2,Salmonella PhoP GFP,SIAH1 antagonists
COCCCn1c(C)cc(C(=O)COC(=O)CCc2nc3ccccc3c(=O)[nH]2)c1C,1.9%,1.4%,-1.5%
CCc1c(O)nc(SCC(=O)Nc2cc(C)on2)n(-c2ccccc2)c1=O,0.5%,-3.6%,8.8%
O=C(CCc1ccccc1)N/N=C\c1cc2c(cc1Br)OCO2,3.4%,-3.2%,3.9%
Cc1[nH]n(S(=O)(=O)c2ccccc2)c(=O)c1N=Nc1cccc(Cl)c1,3.5%,3.5%,9.1%
CC(=O)Nc1ccc(Nc2ncnc3ccccc23)cc1,1.7%,-0.9%,8.4%
Cc1ccc(/C=N/NC(=O)c2ccc3ccccc3c2)s1,0.5%,4.0%,-0.3%
CCOc1cc2c(cc1/C=C/c1noc(C)c1[N+](=O)[O-])OC(C)C2 (stereo not given),2.7%,-15.7%,-1.6%
O=C(NNC(=O)C1CC=CCC1)c1ccccc1Br (stereo not given),2.2%,0.1%,11.3%
CC(=O)NCc1ccc(S(=O)(=O)NC2CCN(Cc3ccccc3)CC2)cc1,-0.5%,0.1%,-1.1%
COc1ccc(S(=O)(=O)N/N=C(/C)c2ccncc2)c(OC)c1,1.9%,0.9%,6.6%
O=C(Cn1nc(C(=O)O)c2ccccc2c1=O)Nc1ccc(F)cc1,0.5%,-5.6%,-3.1%
COC(=NC(C)C)NC(C)C,3.8%,-1.1%,-0.9%
COc1cccc(CCN2C(=O)C(=O)N([C@@H](CNCc3ccccc3)Cc3ccccc3F)C[C@@H]2C(C)(C)C)c1,0.8%,7.8%,2.5%
FC(F)(F)c1cccc(NC(=S)NNC(=S)Nc2ccc(Cl)cc2)c1,-0.4%,?,-7.6%
O=C(O)C1CCN(C(=O)CSc2nc3cc(Cl)ccc3c(=O)n2Cc2ccccc2)CC1,2.4%,0.0%,5.1%
CCc1ccc(S(=O)(=O)n2c(C)nc3ccccc32)cc1,0.1%,-2.1%,-1.2%

Entries of single compounds from above. Order of screens: RSV antiviral HEp-2 | Salmonella PhoP GFP | SIAH1 antagonists
N#Cc1ccc(Cl)cc1NC(=O)CSc1nc2nc(-c3cccs3)cc(C(F)(F)F)c2c(=O)[nH]1 in the list: 18.3% | -2.6% | 4.9%
Cc1nnc(SCc2nc3sc4c(c3c(=O)[nH]2)CCCC4)n(N)c1=O in the list: 0.0% | -18.2% | 6.2%
CCOC(=O)N1CCC(N2CCN(c3ccccc3)CC2)CC1 in the list: 0.2% | -0.4% | 3.0%
